# PostGolgi yeast: phenotypic screen on post-Golgi transport, primary screen; inhibition, % at 10 µM; post-Golgi transport phenotypic cell assay; hit rate 0.9% among 98,000; in the data active = inhibition above about 30%;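 note: yeast cells grown in 1536-well plates; yeast grown about 18 h at 30C before absorbance read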
# PLAP act: PLAP enzyme activators, biochemical, luminescence, HTS. hit rate 1.2% among 96,000. Alkaline phosphatase, placental type (Homo sapiens), P05187. purified PLAP enzyme, luminescent substrate read-out; active compounds read high. AID 696, 2007. activation fold at 20 µM; in the data active = activation fold above about 2
# Ecoli WT expand: growth inhibitors of wild-type E. coli, primary screen, strain BW25113, expanded library, OD600; growth inhibition, % at 100 µM; AID 710, 2007; OD600 absorbance; hit rate 0.15% among 98,000;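 active = growth inhibition above about 50% at one test dose, limit read from the data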;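 note: growth measured after 20 h incubation at 37 °C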
# EphB4 antag: EphB4-ephrin-B2 interaction antagonists, primary screen, biochemical, TNYL-RAW peptide probe, fluorescence polarization | Ephrin type-B receptor 4 (Homo sapiens), P54760 | inhibition, % at 7 µM | hit rate 0.15% among 97,000 | EphB4 LBD / TNYL-RAW-Alexa532 peptide;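 active = inhibition above the screen-wide mean inhibition plus 3 SD, cut at about 15% in these data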;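 note: 0% = DMSO wells and 100% = excess unlabeled TNYL-RAW peptide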
# CYP2C19 inhib: blockers of cytochrome P450 2C19 activity – biochemical, luminescence, ADME assay, primary screen; CYP2C19 Supersomes, luciferin-H EGE luminescence, 30 min; hit rate 21% among 96,000; AID 778, 2007; inhibition, % at 5 µM;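 active = CYP2C19 inhibition above a set limit at 5 µM in the primary screen, cut at about 50% in these data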;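 note: plate controls were negative control wells for no effect and 2.5 mM tranylcypromine positive control for full effect; values of inactives mirror those of a sister screen read the other way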
# CYP2C9 activ: human CYP2C9 activators, primary screen, biochemical, luminescence | Cytochrome P450 2C9 (Homo sapiens), P11712 | recombinant CYP2C9, luciferin-H conversion; active compounds read high; factor 1 = untreated enzyme, 0 = blocked | activation factor at 5 µM | hit rate 1.4% among 96,000 | AID 1024, 2008;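 active = activation factor of 2 or more for CYP2C9 at a 5 µM dose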;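 note: 0 = sulfaphenazole-blocked wells and 1 = vehicle-only wells; values of inactives mirror those of a sister screen read the other way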
# PTK2B oligo ant: antagonists of Pyk2 self-association, primary screen, Q293 cells, FERM NanoBiT luminescence, HTS; hit rate 0.83% among 99,000; active compounds read low; z-score (the deposit names both 25 µM and 10 µM); Protein-tyrosine kinase 2-beta (Homo sapiens), Q14289;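 active = Z-score of -3 or lower, scaled per plate to the spread of control and sample wells; inactive = z-score above -3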;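 note: negative z-score means lost luminescence so less FERM oligomerization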
# Target sequence (Q14289 whole entry, looked up): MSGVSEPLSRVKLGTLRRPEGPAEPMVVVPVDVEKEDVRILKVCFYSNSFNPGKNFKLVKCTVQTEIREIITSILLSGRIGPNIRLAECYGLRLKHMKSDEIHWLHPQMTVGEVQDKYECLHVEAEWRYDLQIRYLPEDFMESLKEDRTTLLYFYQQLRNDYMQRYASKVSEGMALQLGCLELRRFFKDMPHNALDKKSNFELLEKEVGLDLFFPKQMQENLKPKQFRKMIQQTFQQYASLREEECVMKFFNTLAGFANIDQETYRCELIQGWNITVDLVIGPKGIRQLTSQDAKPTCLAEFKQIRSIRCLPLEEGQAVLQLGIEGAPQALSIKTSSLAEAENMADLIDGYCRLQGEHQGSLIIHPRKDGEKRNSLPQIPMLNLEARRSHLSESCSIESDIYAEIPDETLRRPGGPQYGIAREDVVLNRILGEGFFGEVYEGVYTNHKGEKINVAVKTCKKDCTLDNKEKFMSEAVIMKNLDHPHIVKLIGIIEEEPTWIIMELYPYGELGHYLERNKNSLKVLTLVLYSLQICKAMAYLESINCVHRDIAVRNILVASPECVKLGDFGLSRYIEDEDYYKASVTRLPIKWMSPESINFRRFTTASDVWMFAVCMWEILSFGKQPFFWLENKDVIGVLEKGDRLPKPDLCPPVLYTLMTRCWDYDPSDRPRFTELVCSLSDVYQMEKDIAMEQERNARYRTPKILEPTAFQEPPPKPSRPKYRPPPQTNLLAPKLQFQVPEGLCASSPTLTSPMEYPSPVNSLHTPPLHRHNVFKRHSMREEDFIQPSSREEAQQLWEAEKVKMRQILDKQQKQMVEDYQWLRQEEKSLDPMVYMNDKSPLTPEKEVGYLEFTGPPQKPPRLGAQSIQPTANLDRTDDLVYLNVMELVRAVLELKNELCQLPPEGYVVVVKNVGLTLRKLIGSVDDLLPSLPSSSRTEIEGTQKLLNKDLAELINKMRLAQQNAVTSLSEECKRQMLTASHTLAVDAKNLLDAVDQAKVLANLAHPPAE
# CYP2C9 inhib: blockers of cytochrome P450 2C9 activity – biochemical, luminescence, ADME assay, primary screen | hit rate 20% among 96,000 | CYP2C9 Supersomes, luciferin-H conversion | inhibition, % at 5 µM | AID 777, 2007;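 active = blocking of liver enzyme CYP2C9 beyond about 50% at 5 µM, limit read from the data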; note: values of inactives mirror those of a sister screen read the other way
# CYP2C19 activ: human CYP2C19 activators, primary screen, biochemical, luminescence | recombinant CYP2C19, luciferin-H EGE luminescence; active compounds read high; 0 = fully inhibited enzyme, 1 = untreated enzyme | 96,000 tested, under 10 active | activation factor at 5 µM | Cytochrome P450 2C19 (Homo sapiens), P33261 | AID 1025, 2008;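 active = activation factor of at least 2 at 5 µM in the primary screen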;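 note: 0 = wells with 2.5 mM tranylcypromine and 1 = vehicle-only wells; values of inactives mirror those of a sister screen read the other way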
# Numbers without * were called inactive; · = not tested or not shown.
SMILES,PostGolgi yeast,PLAP act,Ecoli WT expand,EphB4 antag,CYP2C19 inhib,CYP2C9 activ,PTK2B oligo ant,CYP2C9 inhib,CYP2C19 activ
O=C1CC(c2ccc(Cl)cc2)n2nc(N3C(=O)c4ccccc4C3=O)nc2N1 (stereo not drawn),9,1.9,-9,-8,29,0.7,0.63,32,0.7
CCSc1sccc1C1C(C#N)=C(N)N(c2cccnc2)C2=C1C(=O)CC(C)(C)C2 (stereo not drawn),-4,1.4,4,·,74*,0.4,-1.3,60*,0.3
CCc1nc(Nc2ccc3c(c2)OCO3)c2oc3ccccc3c2n1,12,0.6,-6,4,51*,0.3,-2.6,75*,0.5
Cc1cc(C(=O)Nc2ccccc2C(F)(F)F)no1,9,1.1,4,2,-6,1,1.4,2,1.1
O=S(=O)(c1ccc(Cl)cc1)n1ccc(-c2cccc(OCc3c(F)cccc3Cl)c2)n1,2,0.8,-11,-1,23,0.4,-0.22,60*,0.8
Cc1ccccc1NC(=O)CSC(N)=O,12,1.1,7,0,16,0.9,0.13,7,0.8
CCOc1cc(-c2nc(-c3ccccc3OC)no2)cc(OCC)c1OCC,3,1,0,3,-4,0.9,-2,9,1
CSc1nc(C)cc(OCCO)n1,5,1.1,7,10,1,1,0.9,1,1
C=CCn1c(SCc2ccc(OC)cc2)nnc1-c1cccnc1,8,1.4,-7,-3,77*,0.5,-0.1,46,0.2
COCCNc1ncnc2nc[nH]c12,13,1,-1,3,-11,1,-0.36,-2,1.1
COc1ccc(C(=O)N(CC2CCCO2)C(C(=O)NC2CCCC2)c2ccc(C)cc2)cc1OC (stereo not drawn),7,1.5,3,-4,-2,0.8,1,24,1
N#Cc1ccc(-c2ccco2)nc1SCC(=O)c1ccc(Cl)cc1,-7,·,1,-12,·,·,-0.93,·,·
C/C(=N/OC(=O)c1c(F)cccc1F)c1nccs1,-2,0.9,2,-7,14,1.1,1.2,-10,0.9
Cc1ccc2c(C)[nH]c(=O)cc2c1,-7,0.9,11,7,4,1,-0.63,4,1
Cc1[nH]c(=O)[nH]c1CN1CCCCC1,-1,1,6,-5,-2,1,·,0,1
COc1ccc(/C=C/c2ccncc2)c2ccccc12,-1,1.2,8,-3,88*,0.5,-0.92,54*,0.1
COc1ccc(CC(=O)OCCN(C)C)cc1,15,1,-3,-3,-2,1.1,0.95,-15,1
CCC(C)NC(=O)CSc1nc2ccccc2c(=O)n1Cc1ccc(OC)cc1 (stereo not drawn),-2,0.9,-6,-4,85*,0.9,-0.44,12,0.1
COc1ccccc1-c1n[nH]c2c1[C@H](C)CC[C@H]2C(C)C,-8,1.4,6,-3,21,0.6,-0.49,36,0.8
COc1ccc(NC(=O)Nc2ccccc2C(=O)N2CCCC2)cc1,2,1.1,9,4,33,0.8,-0.91,16,0.7
CNC(=O)c1ccc(-c2sc3nc(N4CCOCC4)c4c(c3c2N)CC(C)(C)OC4)o1,6,1.4,-7,7,5,0.5,0.27,52*,0.9
CCN(CC)S(=O)(=O)N1CCC(C(=O)NC2CCCc3ccccc32)CC1 (stereo not drawn),3,·,3,-8,·,·,0.3,·,·
CC(=O)N1CC=C2C(C#N)=C(N)C(C#N)(C#N)C(CCc3ccccc3)C2C1 (stereo not drawn),-5,1.3,-10,·,14,0.8,0.1,21,0.9
CCN1CCN(C(=O)C2CCN(Cc3cc(Cl)ccc3O)CC2)CC1,2,1.3,5,-4,17,0.9,0.28,15,0.8
CCc1c(C)nc(N)n2c(SCC(=O)Nc3ccccc3)nnc12,2,0.9,1,-5,14,0.8,0.4,18,0.9
SMILES,PostGolgi yeast,PLAP act,Ecoli WT expand,EphB4 antag,CYP2C19 inhib,CYP2C9 activ,PTK2B oligo ant,CYP2C9 inhib,CYP2C19 activ
O=C(NC(=S)Nc1ccccc1N1CCCCC1)c1ccc(-c2cccc([N+](=O)[O-])c2)o1,-8,1.3,-24,-4,-11,0.7,0.81,34,1.1
CCOc1ccc(NC(=O)C(C)Sc2nnc(C)n2C)cc1 (stereo not drawn),-6,0.8,17,-4,-12,0.9,·,10,1.1
COc1c(Cl)ccc(Cl)c1C(=O)NC(=O)N1CCOCC1,1,0.9,-4,-2,1,1,0.29,2,1
Cc1cc(C)nc(N2CCN(c3nc(C)cc(C)n3)CC2)n1,0,1,-3,1,-13,1.1,·,-11,1.1
COc1ccccc1C(=O)NCCN1CCN(C(=O)c2ccccc2OC)CC1,-1,1.4,3,9,6,1,0.12,-1,0.9
O=C(O)CCc1nn2c3ccccc3n(CCN3CCCCC3)c2nc1=O,1,1.1,-7,-1,-14,0.8,0.38,23,1.1
CC(C)c1ccccc1-n1c(SCC(=O)N2CCN(c3ccccc3)CC2)nnc1-c1cccnc1,15,1.5,-5,12,55*,0.4,-1.2,56*,0.5
CCC(C)C(NC(=O)[C@@H](NC(=O)c1ccccc1F)C(C)C)C(=O)OC (stereo partly drawn),-13,0.9,3,-9,11,1,1.6,2,0.9
O=C(NCc1cccnc1)c1cc(S(=O)(=O)N2CCCCC2)ccc1Cl,15,1.1,2,3,80*,0.1,2.3,94*,0.2
CCc1ccc2c(c1)c1nc(C)sc1n2CC,5,1.4,8,5,49,0.6,-1.4,42,0.5
CCc1ccc(N=CC23c4ccccc4C(c4ccccc42)C2C(=O)N(c4ccc(OC)cc4)C(=O)C23)cc1 (stereo not drawn),-3,1.1,-6,-1,29,1,0.14,3,0.7
BrC(=C\c1ccccc1)/C=N/N1CCN(c2ccccn2)CC1,-4,1.2,-3,-9,22,1,0.88,-4,0.8
CCCCn1c(CCCNC(=O)CC)nc2ccccc21,-1,1.2,8,-2,-20,1.2,·,-16,1.2
COc1cccc(NC(=O)Cn2c(SCC(=O)N3CCOCC3)nc3ccccc32)c1,-5,1.6,2,1,71*,0.2,-0.13,80*,0.3
O=C(OCC#CCSc1nc2ccccc2o1)c1ccco1,-12,0.8,-2,0,74*,0.4,0.01,57*,0.3
Cc1csc(NC(=O)CSc2nnc(-c3ccc(Cl)cc3)n2N)n1,-2,1,-10,7,25,0.7,0.39,31,0.8
CCCc1cc(-n2cnc3ccccc32)n2c(nc3ccccc32)c1C#N,10,1,-3,-10,-24,0.5,-2.4,46,1.2
COC(=O)c1ccc(N2CCN(S(=O)(=O)c3c(C)cc(C)cc3C)CC2)c([N+](=O)[O-])c1,-24,1.4,-16,-1,6,0.9,-0.25,13,0.9
CCCCCC(=O)N(O)C1CC(=O)N(c2ccccc2)C1=O (stereo not drawn),-6,1.1,9,-2,-2,1,0.59,-5,1
COc1cc(OC)cc(C(=O)Nc2ncc3c(n2)CC(C)(C)CC3=O)c1,1,1,2,-2,9,1.1,-0.9,-12,0.9
O=C(C1CCC1)N1CCN(Cc2ccccc2)CC1,12,1.2,9,0,93*,0.7,-0.14,32,0.1
C=CCNCc1cccn1-c1sc2c(c1C#N)CCCC2,-2,0.9,7,1,3,1.1,-0.12,-6,1
COc1ccc(-n2c(Cc3cccn3C)nnc2SCC(=O)Nc2ccccc2)cc1,4,1.4,-6,4,25,0.2,·,80*,0.8
COc1ccccc1NC(=O)C(=O)Nc1ccccn1,-3,1,0,-12,18,2.3*,-0.95,-133,0.8
COCCn1c(SCc2ccccc2Cl)nc2c1c(=O)[nH]c(=O)n2C,18,1.1,-1,-5,17,1.1,-0.48,-12,0.8
SMILES,PostGolgi yeast,PLAP act,Ecoli WT expand,EphB4 antag,CYP2C19 inhib,CYP2C9 activ,PTK2B oligo ant,CYP2C9 inhib,CYP2C19 activ
COC(=O)c1ccc(C)c(NS(=O)(=O)c2ccc(OC)c(OC)c2)c1,1,1.1,-5,1,82*,0.4,0,58*,0.2
CC(C)c1nc2oc3c(NCc4cccnc4)ncnc3c2c2c1CCC2,6,0.8,-5,·,5,0.8,-0.92,24,1
CC(Sc1ccc(Cl)cc1)C(=O)Nc1ccc(S(=O)(=O)N2CCOCC2)cc1 (stereo not drawn),-3,1.1,-12,-3,50,0.4,-1.2,62*,0.5
O=S(=O)(c1ccccc1)c1nc(-c2ccco2)oc1NCc1ccccc1,-12,0.8,-8,-3,-4,1,0.02,4,1
CCOC(=O)Cc1csc(NC(=O)CSc2nnc(-c3ccc(C)cc3)o2)n1,-2,1.2,-2,2,38,0.2,-0.01,84*,0.6
CCCc1cc(N2CCN(C(=O)c3ccco3)CC2)n2c(nc3ccccc32)c1C#N,18,1.4,-4,-7,18,0.2,-0.08,76*,0.8
COc1ccccc1N1CCN(CC(O)COc2ccc3c(C)cc(=O)oc3c2)CC1 (stereo not drawn),4,·,5,-2,·,·,-0.13,·,·
Cc1ccc(CNC(=O)CN2C(=O)COc3ccc(C)cc32)cc1,0,1.1,-7,3,69*,1.1,-0.6,-12,0.3
CCCCn1nc2cc(C(=O)NCC34CC5CC(CC(C5)C3)C4)ccc2c1OC,-11,1.1,-2,2,26,0.8,·,21,0.7

# Structural class: the compounds so far containing a furan ring, fused or not.
SMILES,PostGolgi yeast,PLAP act,Ecoli WT expand,EphB4 antag,CYP2C19 inhib,CYP2C9 activ,PTK2B oligo ant,CYP2C9 inhib,CYP2C19 activ
CCc1nc(Nc2ccc3c(c2)OCO3)c2oc3ccccc3c2n1,12,0.6,-6,4,51*,0.3,-2.6,75*,0.5
N#Cc1ccc(-c2ccco2)nc1SCC(=O)c1ccc(Cl)cc1,-7,·,1,-12,·,·,-0.93,·,·
CNC(=O)c1ccc(-c2sc3nc(N4CCOCC4)c4c(c3c2N)CC(C)(C)OC4)o1,6,1.4,-7,7,5,0.5,0.27,52*,0.9
O=C(NC(=S)Nc1ccccc1N1CCCCC1)c1ccc(-c2cccc([N+](=O)[O-])c2)o1,-8,1.3,-24,-4,-11,0.7,0.81,34,1.1
O=C(OCC#CCSc1nc2ccccc2o1)c1ccco1,-12,0.8,-2,0,74*,0.4,0.01,57*,0.3
CC(C)c1nc2oc3c(NCc4cccnc4)ncnc3c2c2c1CCC2,6,0.8,-5,·,5,0.8,-0.92,24,1
O=S(=O)(c1ccccc1)c1nc(-c2ccco2)oc1NCc1ccccc1,-12,0.8,-8,-3,-4,1,0.02,4,1
CCCc1cc(N2CCN(C(=O)c3ccco3)CC2)n2c(nc3ccccc32)c1C#N,18,1.4,-4,-7,18,0.2,-0.08,76*,0.8

# Assay outcomes as filed in PubChem.
